Compound activity deposited in PubChem by several laboratories.
CD11b adhes inh: inhibitors of human CD11b/CD18 binding to fibrinogen | P05107+P11215 | K562 CD11b/CD18 adhesion to fibrinogen, ATPlite luminescence; Mn2+ added to activate the integrin | inhibition, % at 10 µM | hit rate 0.54% among 93,000;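 active = primary inhibition of 50% or more at 10 µM, then 40% or more on retest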; also: some results filed as inactive read as strong as hits
Target sequence (P05107 whole entry, looked up, other chains not shown): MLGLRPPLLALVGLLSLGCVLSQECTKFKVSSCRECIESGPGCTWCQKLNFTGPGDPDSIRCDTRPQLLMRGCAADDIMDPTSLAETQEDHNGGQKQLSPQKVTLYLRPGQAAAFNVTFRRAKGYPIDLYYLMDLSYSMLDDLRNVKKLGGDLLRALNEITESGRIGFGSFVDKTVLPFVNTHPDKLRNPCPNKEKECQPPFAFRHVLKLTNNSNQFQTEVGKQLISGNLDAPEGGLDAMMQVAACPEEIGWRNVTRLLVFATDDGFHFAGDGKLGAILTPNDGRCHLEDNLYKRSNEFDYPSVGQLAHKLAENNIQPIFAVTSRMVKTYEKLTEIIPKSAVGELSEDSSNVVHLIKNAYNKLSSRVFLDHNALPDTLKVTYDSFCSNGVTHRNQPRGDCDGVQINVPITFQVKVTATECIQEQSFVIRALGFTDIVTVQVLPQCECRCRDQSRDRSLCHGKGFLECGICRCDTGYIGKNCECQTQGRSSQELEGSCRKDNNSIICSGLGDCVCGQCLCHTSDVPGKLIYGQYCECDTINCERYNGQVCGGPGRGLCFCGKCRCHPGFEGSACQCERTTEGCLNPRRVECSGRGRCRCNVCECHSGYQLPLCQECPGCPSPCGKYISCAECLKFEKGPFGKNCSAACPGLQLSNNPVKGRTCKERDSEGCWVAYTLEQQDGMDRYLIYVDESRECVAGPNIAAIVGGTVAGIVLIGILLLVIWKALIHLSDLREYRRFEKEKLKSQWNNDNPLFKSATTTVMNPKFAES
PostGolgi ctrl: inhibits growth of the yeast control strain; efflux-deficient yeast background strain, growth absorbance A615, 16 h; inhibition, % at 10 µM; hit rate 5% among 98,000
sEH activator: increases human soluble epoxide hydrolase activity | AID 717 | activation, % at 2 µM | P34913 | purified human sEH enzymatic activity, activator screen | hit rate 0.04% among 91,000; in the data active = activation above about 37%; also: values of inactives mirror those of a sister screen read the other way
S1P2 blocker: S1P2 (human) receptor antagonism | O95136 | hit rate 0.21% among 97,000 | AID 736 | cell-based S1P2 antagonist assay, inhibition at 5 uM | inhibition, % at 5 µM; in the data active = inhibition above about 45%;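 also: CRE beta-lactamase reporter cells expressing human S1P2 stimulated with S1P; 0% = agonist at EC80 alone and 100% = agonist plus reference antagonist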
Ecoli WT expand: blocks growth of wild type E. coli BW25113; OD600 absorbance; growth inhibition, % at 100 µM; hit rate 0.15% among 98,000; AID 710;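 active = growth inhibition above about 50% at one test dose, limit read from the data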;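 also: growth measured after 20 h incubation at 37 °C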
PostGolgi yeast: growth inhibition of a yeast mutant, post-Golgi transport screen; inhibition, % at 10 µM; hit rate 0.9% among 98,000; post-Golgi transport phenotypic cell assay;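 also: yeast cells grown in 1536-well plates; yeast grown about 18 h at 30C before absorbance read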
PLAP act: activators of human placental alkaline phosphatase. P05187. AID 696. activation fold at 20 µM. purified PLAP enzyme, luminescent substrate read-out; active compounds read high. hit rate 1.2% among 96,000; in the data active = activation fold above about 2
sEH inh: inhibitors of human soluble epoxide hydrolase; recombinant human sEH enzymatic activity assay; inhibition, % at 2 µM; P34913; AID 707; hit rate 0.34% among 91,000; in the data active = inhibition above about 80%; also: values of inactives mirror those of a sister screen read the other way; many of its hits are not listed in these tables
S1P2 ag: activates the human S1P2 receptor; O95136; S1P2-expressing cell line, agonist reporter read-out; activation, % at 4.5 µM; hit rate 0.46% among 97,000; AID 729; in the data active = activation above about 16%;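 also: 0% = vehicle low control and 100% = maximal reference agonist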
Active calls of the source: *; . = no result given. Rule as the data show it, unless noted: active = inhibition above about 30%; inactive = the rest. No enrichment for hits. Share with any hit: about 7.1%.

Results follow in this order: S1P2 ag, Ecoli WT expand, sEH inh, CD11b adhes inh, PostGolgi ctrl, sEH activator, PLAP act, PostGolgi yeast, S1P2 blocker
- Cc1cc(C)c2[nH]c(=O)c(CN(CC3CCCO3)C(=O)c3cnccn3)cc2c1 (stereo not drawn)
 : -1, 3, 10, 38, 0, -12, 1.7, -14, -7
- CCN(Cc1ccccc1)C(c1cccs1)c1nnnn1C1CCCCC1 (stereo not drawn)
 : -6, -16, 7, 39, 15, -8, 0.6, 11, 0
- COC(=O)c1cc(C(=O)c2cccc(Cl)c2Cl)cn1C
 : -5, 2, 2, ., 0, 0, 0.8, -4, 5
- COc1ccccc1N1CCN(C(=O)c2cc(-c3cccc(Cl)c3)on2)CC1
 : -9, -18, ., 2, 21, ., 1.1, -2, -1
- Cc1ccc(Nc2nc3ccccc3nc2-n2nc(C)cc2C)cc1
 : 20*, -24, 3, -5, -3, -2, 0.9, -2, 10
- Cc1ccc(CNC(=O)Cn2c([N+](=O)[O-])cnc2C)cc1
 : -6, 16, -11, -34, -1, 10, 1.1, -8, 8
- COc1ccccc1NC(=O)c1cc2n(n1)C(C(F)(F)F)CC(c1ccc3c(c1)OCO3)N2 (stereo not drawn)
 : -6, -6, -21, -12, 37*, 18, 1.3, 12, -2
- Cc1ccc(N2C(=O)c3ccc(N)cc3C2=O)cc1
 : -1, 4, ., -6, 1, ., 0.8, 23, 46
- Cc1ccc(F)cc1NC(=O)c1cccc2nccnc12
 : -5, 5, -15, ., 5, 13, 1, 0, 15
- Cc1ccc(OCC(=O)NC(=S)Nc2ccc(Br)c(C)n2)cc1
 : -5, -4, 8, -13, 2, -5, 1, 0, -3

Results follow in this order: S1P2 ag, Ecoli WT expand, sEH inh, CD11b adhes inh, PostGolgi ctrl, sEH activator, PLAP act, PostGolgi yeast, S1P2 blocker
- O=C(c1cc(-c2cccs2)on1)N1CCc2ccccc2C1
 : -3, 3, 3, ., 10, 2, ., -5, -7
- COc1cccc(CNc2nn[nH]n2)c1OC
 : -2, 0, 2, -31, -5, 3, 1.1, -28, 16
- CCOC(=O)N1CCN(C(=O)c2ccc3nc4cc(Cl)ccc4c(=O)n3c2)CC1
 : -3, ., 0, ., ., 0, ., ., -10
- COc1ccc(/C=C2\CCc3ccccc3C2=O)cc1Cn1nc(C)cc1C
 : -4, -12, -12, 18, 22, 9, 1.6, -7, -7
- Cc1ccccc1NC(=O)c1cccc2nc3ccccc3nc12
 : 14, -3, -2, ., 18, 4, 1, 24, -7
- CCS(=O)(=O)N1CCC(C(=O)NCCc2ccccc2)CC1
 : -1, 5, 5, ., 6, -7, 1.1, 3, 8
- COC(=O)c1cc(Cl)c(NC(=O)/C=C/c2ccc(OC)c(OC)c2)cc1OC
 : -5, -15, -13, -39, 2, 16, 1.4, 2, 26
- CCC(=O)c1cc2c(C)cc(=O)oc2c(C)c1O
 : 119*, 5, 3, -5, 3, -3, 1, -5, -17
- CCc1cccc(NC(=O)C2CCN(S(=O)(=O)c3cccs3)CC2)c1
 : -1, -11, 29, -6, 3, -28, 0.7, -7, 9
- O=C1c2ccccc2OCOc2ccccc21
 : -6, -6, 3, -1, 1, -2, 0.9, -8, 7

Results follow in this order: S1P2 ag, Ecoli WT expand, sEH inh, CD11b adhes inh, PostGolgi ctrl, sEH activator, PLAP act, PostGolgi yeast, S1P2 blocker
- Cc1ccc(C)c(NC(=O)CN(C)C(=O)CCN2C(=O)c3ccccc3C2=O)c1
 : -5, -5, -11, -16, 5, 12, 1, 9, -6
- CC(=O)NCc1cccc(CNC(C)=O)n1
 : -4, -11, 8, ., 12, -8, 1, -4, 13
- O=C(N1CCCC1)n1c(Cc2ccccc2)nc2ccccc21
 : -4, 4, 4, -4, 4, -4, 0.8, 1, -4
- O=C1CCCc2ccccc2N1Cc1ccccc1Cl
 : -2, 6, -10, ., 34*, 9, 1, 9, 28
- CCCCn1c(SCC(=O)Nc2cccc(C)n2)nnc1-c1ccco1
 : -8, 4, 2, -4, 6, -1, 1.8, -4, 13
- O=C(O)C1CCN(C(=O)OCc2ccccc2)CC1
 : -2, -2, ., 0, 0, ., 1.1, 1, 10
- C/C(=C\C(=O)Nc1cc(C)on1)c1ccccc1
 : -4, 3, 12, -13, -1, -7, 0.9, 3, 3
- Cc1ccc(NC(=S)NCCO)c(C)c1
 : -6, 6, 12, 4, 11, -12, 0.9, -5, 9
- COc1ccccc1-n1c(SCC(=O)NC2CCCCC2)nc2c(c1=O)SCC2
 : -3, 5, 6, -5, 5, -7, 0.9, 3, 23
- CCOc1ccc(/C(O)=C2/C(=O)C(=O)N(CCOCCO)C2c2ccc(F)cc2)cc1 (stereo not drawn)
 : -2, 3, 21, 15, 6, -22, 1.1, 13, 17

Results follow in this order: S1P2 ag, Ecoli WT expand, sEH inh, CD11b adhes inh, PostGolgi ctrl, sEH activator, PLAP act, PostGolgi yeast, S1P2 blocker
- CCN(CC)S(=O)(=O)c1ccc(C(=O)NCCc2cc3c(OC)ccc(OC)c3[nH]c2=O)cc1
 : -7, -6, 2, ., 3, -1, 1.4, 8, 9
- CS(=O)(=O)N1CCN(c2c(Cl)cccc2[N+](=O)[O-])CC1
 : -1, 2, -5, ., 10, 8, 0.8, -3, -1
- S=c1[nH]c2cc(Cl)ccc2s1
 : -9, 53*, 8, ., 15, -6, 0.9, 2, -6
- COc1ccc(Cn2c(CCC(=O)N3CCN(c4ccccn4)CC3)nc3ncccc3c2=O)cc1
 : -5, 5, 5, -1, 13, -1, 1.6, 0, 5
- CCOC(=O)Nc1ccc2c(c1)Nc1ccccc1S2
 : -7, -11, ., 0, 15, ., 1.1, 3, 1
- O=C(Nc1ccsc1C(=O)NC1CCCCC1)c1ccc(F)cc1
 : -3, -12, -2, ., 5, 5, 1, 19, -23
- COC(=O)c1cc(NC(=O)C2C3C=CC(C3)C2C(=O)O)cc(C(=O)OC)c1 (stereo not drawn)
 : -7, 5, 6, 0, 6, -5, 1, 2, -9
- CCCn1c(SCC(=O)NC2CCCC(C)C2C)n[nH]c1=O (stereo not drawn)
 : -1, 8, 5, -14, 4, -10, 1.1, -7, 1
- CCN1CCN(c2ccc(NC(=O)COc3ccccc3Cl)cc2)CC1
 : -3, 13, 15, -1, 1, -12, 1.6, -1, 12
- CCc1ccc(NC(=O)C(=O)NCCN2CCN(C(=O)c3ccco3)CC2)cc1
 : -5, ., 16, ., ., -15, ., ., 16

Results follow in this order: S1P2 ag, Ecoli WT expand, sEH inh, CD11b adhes inh, PostGolgi ctrl, sEH activator, PLAP act, PostGolgi yeast, S1P2 blocker
- O=C(CSc1nc(O)c(Cc2ccccc2)c(=O)[nH]1)Nc1ccccc1
 : -6, 4, -9, 81, 11, 8, 0.9, -2, 0
- CCOC(=O)C1CCN(C(c2cc3ccc(C)cc3[nH]c2=O)c2nnnn2C2CCCCC2)CC1 (stereo not drawn)
 : -9, -12, 8, 26, -1, -11, 1.6, 1, 3
- C/C(N)=C(/C#N)C(=O)CSc1n[nH]c(-c2ccccc2Br)n1
 : -3, -6, ., 0, 5, ., 1.3, 6, 1
- Cc1nonc1NC(=O)CSc1ccc(-c2ccccc2)nn1
 : -4, 13, -17, 4, 3, 17, 1, 1, 15
- N#CCCCSc1nnc(CSc2nc3ccccc3s2)n1-c1ccccc1
 : -4, ., ., 0, ., ., 1.5, ., 8
- CN=C1SC(CC(=O)Nc2cc(Cl)ccc2Cl)C(=O)N1C (stereo not drawn)
 : -4, 5, 1, 0, -3, -1, 1.4, 3, 6
- Cc1ccc([N+](=O)[O-])cc1NC(=S)NC(=O)CC(C)(C)C
 : -4, 3, -8, 6, 19, 10, 1, 1, 8
- CSc1nnc(-c2ccccc2Cl)n1N
 : -7, 8, 1, 10, 7, -5, 1.1, 0, 5
- CCOC(=O)c1sc(NC(=O)CSc2ncn(-c3ccccc3)n2)nc1C
 : 2, -3, 9, 3, 18, -6, 1.2, 3, -12
- Cc1cccc(OCCCC(=O)Nc2ccc(N3CCCCC3)cc2)c1
 : -6, -10, 41, 6, 1, -39, 1, -11, 10

Some of the entries above, reformatted.
Molecule	S1P2 ag	Ecoli WT expand	sEH inh	CD11b adhes inh	PostGolgi ctrl	sEH activator	PLAP act	PostGolgi yeast	S1P2 blocker
Cc1ccc(C)c(NC(=O)CN(C)C(=O)CCN2C(=O)c3ccccc3C2=O)c1	-5	-5	-11	-16	5	12	1	9	-6
CC(=O)NCc1cccc(CNC(C)=O)n1	-4	-11	8	.	12	-8	1	-4	13

(listing goes on)
Results follow in this order: S1P2 ag, Ecoli WT expand, sEH inh, CD11b adhes inh, PostGolgi ctrl, sEH activator, PLAP act, PostGolgi yeast, S1P2 blocker
- O=C(CCn1cnc2ccccc2c1=O)Nc1cccc(Cl)c1
 : -4, -1, -5, -20, 3, 5, 0.8, 8, -1
- Cc1cc(C)c(NC(=O)CS(=O)CC(=O)NCC2CCCO2)c(C)c1 (stereo not drawn)
 : -6, 2, 3, -6, 8, 0, 1.2, 3, -5
- Cc1ccc(-c2ccc(=O)n(CCC(=O)NCc3ccccn3)n2)cc1
 : -11, -2, -1, -16, -6, 0, 0.9, 1, 7
- CC1CN(S(=O)(=O)c2cccc(C(=O)NCCCn3ccnc3)c2)CC(C)O1 (stereo not drawn)
 : 1, -3, -15, 0, 4, 13, 0.8, 3, -8
- CCOC(=O)Cn1c(N2CCCCCC2)nc2c1c(=O)[nH]c(=O)n2C
 : -9, 3, 5, -11, -6, -6, 1, 6, 24
- CN(C)NC1CCS(=O)(=O)C1 (stereo not drawn)
 : -8, -1, -7, 7, 7, 7, 1.1, -2, 13
- O=C(CN1CCN(Cc2ccc(F)cc2Cl)C1=O)NCCc1ccccc1
 : -2, 11, 5, -1, -1, -8, 1.5, -4, 9
- O=C(Nc1nnc(-c2ccc3c(c2)CCCC3)o1)c1ccc(Cl)cc1Cl
 : -4, 1, -2, 104, 30, 0, 1.2, 85*, 8
- COc1ccc2ccccc2c1CN1CCN(C(=O)c2ccccc2)CC1
 : -7, 9, 0, 4, 21, -2, 1.8, 9, -9
- Cn1cc([N+](=O)[O-])c(C(=O)N/N=C/c2ccccc2)n1
 : -4, 6, -10, 0, -1, 10, 1, -4, -17

Results follow in this order: S1P2 ag, Ecoli WT expand, sEH inh, CD11b adhes inh, PostGolgi ctrl, sEH activator, PLAP act, PostGolgi yeast, S1P2 blocker
- CNC(=O)c1nnc(Cc2ccc(F)cc2)o1
 : ., 5, 10, -7, 0, -6, 1, 0, .
- O=C(c1ccco1)n1nc(-c2ccccc2)nc1SCc1ccccc1
 : -1, 3, 0, 3, 0, -4, 1.1, -3, -9
- COC(=O)c1cc2ccccn2c2c(C(=O)OC)c(C(=O)OC)cc1-2
 : 1, -15, 2, 0, -5, -1, 0.6, -4, -4
- O=C(CSCC(=O)Nc1ccccc1)N/N=C/c1c(O)ccc2ccccc12
 : 3, 11, -6, 12, 9, 4, 1.4, -6, 2
- CCOc1ccc2nc(COC(=O)c3ccco3)c(C(C)=O)[n+]([O-])c2c1
 : -2, -3, -6, -2, 7, 6, 1, 12, 22
- CC(=O)NCCn1c(SCC(=O)NCc2ccco2)nc2ccccc2c1=O
 : -3, -1, 1, ., 0, -4, 1, -8, 0
- COC(=O)c1ccccc1NC(=O)c1ccc(NS(C)(=O)=O)cc1
 : -6, 3, 10, -16, 11, -8, 0.9, -7, -6
- CN1CCN(CCN2CCn3c2nc2ccccc23)CC1
 : -5, 2, 8, 7, 14, -10, 1.2, -8, 3
- COC(=O)c1ccc(CSc2ncnc3sc(C)c(C)c23)o1
 : ., -6, ., -9, 6, ., 0.7, -3, .
- CC(=O)N1CCc2cc(Br)cc(S(=O)(=O)NCc3ccccn3)c21
 : -4, -14, 6, -2, 3, -8, 1.1, -4, -12
- Cc1ccc(NC(=O)N2CCCN(Cc3ccc(F)cc3)C2)cc1C
 : -5, 13, 7, -4, 0, -8, 0.8, 7, 21
- Clc1ccc(OCCSc2ncccn2)cc1
 : 0, 13, -8, -14, 1, 6, 0.7, 1, -1
